Compound activity as filed in PubChem BioAssay.
Tb PYK inh – T. brucei pyruvate kinase inhibition; Q57TT1; TbPYK enzyme, Kinase-Glo Plus ATP luminescence, 45 min; Potency, µM (highest dose often 76.8 µM), for inactives: top-dose activity, negative = inhibition, most hits filed as inhibitors; 410,000 tested, 0.12% active; also: nearly all actives have a fitted effect of over 50% in size
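Enzyme and substrate buffer are dispensed first and compound is pin-transferred. ADP at 130 uM final then starts the reaction, which runs 45 min at room temperature. Detection reagent is added for 10 min before luminescence is imaged.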
AMA1-RON2 inh – disrupts binding of P. falciparum AMA1 to RON2. AlphaScreen AMA1-biotinylated RON2 peptide binding. Potency, µM (titrated, usually from 58.2 µM), inactives show at the highest dose activity change, negative = inhibition, actives largely listed as inhibitors. 360,000 tested, 0.2% active. AID 720542;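 also: 0% = vehicle wells and -100% = peptide control; nearly all actives have a fitted effect of over 45% in size; some results filed as inactive show a strong effect at the top dose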
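AMA1 (3D7) with his tag at 25 nM final met compounds first, then biotinylated RON2 peptide at 25 nM; detection used donor plus acceptor beads, 10 µg/mL apiece, read by AlphaScreen after 30 min at room temperature.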
* = called active by the depositor; u = inconclusive; [ ] = remark or other dose. Calls follow the shape of the dose curve; as a rule, active = well fitted curve in the direction sought with a large enough effect; inconclusive = small, poorly fitted or top-dose-only effect, or another doubt; inactive = no such curve, though single readings can be large; an effect the other way counts as inactive or inconclusive. Unless noted, % is scaled to controls: 0 for no effect and ±100 for the full control effect; potency is read from the fitted curve at half-maximal effect. An excerpt. The share of hits here may be higher or lower than overall.

SMILES	Tb PYK inh	AMA1-RON2 inh
O=C(Cc1cccc(NC(=O)C2CCCN(C(=O)C3CC3)C2)c1)Nc1cccc(C(=O)N2CCOCC2)c1 (stereo not given)	-4%	12%
CCCCNS(=O)(=O)c1cccc(NC(=O)[C@H]2C[C@H](O)[C@@H](CO)O2)c1	3%	-3%
O=C(O)C(=O)Nc1ncn[nH]1	2%	-5%
CCCCC(=O)N(C)c1c(C)nc2ccc(C(=O)N3CCN(C(=O)c4ccco4)CC3)cn12	3%	0%
CCc1nc2ccc(C(=O)N(CC)CCN(C)C)cn2c1N(C)C(=O)C1CCCCC1	1%	14%
CC(C)NC(=O)Nc1ccc2c(c1)C(=O)N([C@H](C)CO)C[C@H](C)[C@@H](CN(C)C(=O)NC1CCCCC1)O2	-2%	3%
Fc1ccc(-c2nc3ccc(Br)cn3c2Cc2ccccc2)cc1	-3%	-2%
O=C(O)C1CCC(C(=O)O)O1 (stereo not given)	3%	-17%
Nc1ccc(C(=O)C(=O)c2ccccc2)cc1	-4%	-2%
O=C(Nc1cccc(OC(F)(F)F)c1)C1Cc2c(-c3ccc4c(c3)OCO4)ccnc2O1 (stereo not given)	-1%	-26%
CSc1ccc(CN2CCC(C)(Oc3ccc(F)cc3)C2)cc1 (stereo not given)	0%	-12%
Nc1ncnc2c1ncn2[C@@H]1O[C@H](CNC(=O)[C@@H]2CCN2)[C@@H](O)[C@H]1O	-2%	125%[activator]
CCOC(=O)N1CCN(C(=O)C[C@@H]2C[C@@]3(C(=O)OC)CCCCC=C3N(CCC3=CCCCC3)C2=O)CC1	-1%	0%
Nc1[nH]c(C(=O)c2ccccc2)c(-c2ccc(Cl)cc2Cl)c1C(=O)c1ccc(Br)cc1	6%	33%[activator]
CC1(C)CC(=O)C=C(C#CC2(O)CCCCC2)C1	-10%	-10%
CCOC(=O)N1CCN(C(=O)C[C@@H]2C[C@@]3(C(=O)OCC)CCC=C3N(Cc3ccc(Cl)cc3Cl)C2=O)CC1	0%	-11%
COc1ccc(Cl)c(-c2cc(C(=O)NCc3ccc(C(F)(F)F)cc3)[nH]n2)c1	3%	15%
CC(C)(C)C(=O)N1Cc2cc(N3CCCCC3)ccc2-n2nncc2C1	-1%	6%
CCOc1ccccc1C=NNC(=O)C1CC1	0%	67%[activator]
COc1ccc(O)c(/C=N/Nc2nc(C)cc(-c3ccccc3)n2)c1	2%	-9%

Reprinted from the part before: 2 compounds; new compounds follow.
SMILES	Tb PYK inh	AMA1-RON2 inh
CCOc1ccccc1C=NNC(=O)C1CC1	0%	67%[activator]
COc1ccc(O)c(/C=N/Nc2nc(C)cc(-c3ccccc3)n2)c1	2%	-9%
COc1cc(C(=O)NCCC(=O)NCc2cccs2)cc(OC)c1OC	1%	8%
O=C1Cc2ccccc2C(=O)N1	2%	0%
CC(C)(C)c1ccc(C(O)c2ncc(-c3ccc(F)cc3)[nH]2)cc1 (stereo not given)	3%	0%
Cc1cc(C)cc(C(O)c2ncc(-c3ccccc3C(F)(F)F)[nH]2)c1 (stereo not given)	-5%	3%
Cc1cnc(C)c(Nc2nc(C(N)CCc3ccccc3)cs2)n1 (stereo not given)	-5%	33%[activator]
CC(C(=O)OCC(=O)N1CCCCC1)N1C(=O)c2ccccc2C1=O (stereo not given)	1%	-12%
CN1OC[C@@H]2CN[C@H](c3ccccc3Br)C[C@@H]21	-25%	13%
C[C@H](CO)N1C[C@H](C)[C@@H](CN(C)C(=O)Nc2ccc(C(F)(F)F)cc2)Oc2ccc(NC(=O)Cc3ccccc3)cc2C1=O	-3%	-5%
CC(=O)c1cccc(NC(=O)/C=C/c2ccc(S(=O)(=O)N3CCOCC3)cc2)c1	6%	-10%
CN(C(=O)COC(=O)c1cc2ccccc2cc1O)c1ccccc1	0%	2%
C[C@@H]1CN([C@@H](C)CO)C(=O)CCCn2nncc2CO[C@@H]1CN(C)C(=O)c1ccncc1	8%	1%
CC(=O)Nc1ccc(/C(N=Nc2ccccc2)=N/N=C(N)N)cc1	-24%	-21%
CCN1CCCC1CNC(=O)c1cc(N)ccc1OC (stereo not given)	0%	-12%
C[C@H](NC(=O)[C@@H]1CCCN1C(=O)[C@@H]1CCCN1C(=O)c1cccc(Cl)c1)c1ccccc1	0%	2%
Cc1noc(C)c1NC(=O)N(C)C[C@H]1Oc2c(NC(=O)C3CCCCC3)cccc2C(=O)N([C@H](C)CO)C[C@@H]1C	0%	-3%
Cn1c(CO)nc2c3ccccc3ccc21	-5%	0%
CSc1ncccc1C(=O)OCC(=O)NCc1cccs1	-9%	-20%
COc1ccc(OC)c(NS(=O)(=O)c2ccc3[nH]c(=O)[nH]c3c2)c1	5%	21%
O=C(c1ccoc1)N1CCN(c2cc(-c3cccnc3)nc3cc(-c4cccc(Cl)c4)nn23)CC1	-7%	3%
CC(C)(C)c1ccc(C(=O)N2CCC2(C)C(=O)Nc2ccc3nc[nH]c3c2)cc1 (stereo not given)	2%	21%
COCCN1C[C@@H](CO)O[C@@H](n2cnc3c(NC(C)C)ncnc32)C1	7%	13%
CCCCNC(=O)c1nc(-c2ccncc2)oc1-c1ccccc1	-7%	7%
O=S(=O)(c1ccc(NC(=S)N2CCCCC2)cc1)N1CCCCC1	3%	8%
O=C1NC[C@@H](CCCCN2C[C@H](Cc3ccc(O)cc3)N(CCC3CCCCC3)C(=O)C2=O)N(CC2CCCCC2)C1=O	-4%	-9%
O=C(O)c1cccc2c1-c1ccc(Cl)cc1C2=O	1%	-13%
CC/C(=N/N=C(/CC)c1ccc(O)cc1)c1ccc(O)cc1	-1%	17%
COc1ccc(CN2CCC3CC2c2cc(-c4cccc(C)c4)ccc23)cc1 (stereo not given)	-3%	u
Cc1ccc(S(=O)(=O)c2ccsc2NC(=O)c2ccccc2)cc1	-7%	-1%
CN(CC(=O)Nc1ccc(F)cc1[N+](=O)[O-])C1CCS(=O)(=O)C1 (stereo not given)	1%	17%
COCCN(C(=O)c1ccco1)c1nc(-c2ccc(OC)cc2)cs1	-2%	-10%
CCC/C(C(=O)NCCO)=C1/c2ccccc2C(=O)N1c1ccccc1	3%	-3%
Cn1cccc1C(=O)OCC(=O)N1CCc2ccccc21	0%	-7%
C/C=C/c1cnc2c(c1)C(=O)N([C@H](C)CO)C[C@@H](C)[C@@H](CN(C)C(=O)NC1CCCC1)O2	3%	-1%
COCOCCn1cc(CN2CCS(=O)(=O)N(Cc3ccc(-c4ccccc4)cc3)C(C(C)C)C2=O)nn1 (stereo not given)	4%	-2%
COc1cc(NC(=O)COC(=O)C2CC(O)CN2S(=O)(=O)c2ccc(Cl)cc2)c(C)cc1[N+](=O)[O-] (stereo not given)	-10%	-10%
COc1cc(OC)cc(C(=O)NCC(=O)NCCN2C(=O)S/C(=C\c3ccc4c(c3)OCO4)C2=O)c1	-1%	2%
CCN1C[C@@H]2[C@@H]3C(=O)N(C)C(=O)[C@@H]3[C@](C)(C1=O)N2C(=O)c1ccc(Br)cc1	-3%	-6%
COC(=O)c1cc2c([nH]c1=O)CCCC2=O	-12%	7%
Cc1cc(F)ccc1C(O)c1ncc(-c2ccccc2)[nH]1 (stereo not given)	4%	u
O=C(Nc1ccc(F)c(Cl)c1)Nc1nnc([C@@H]2O[C@H](CO)[C@@H](O)[C@H]2O)s1	3%	10%

Filtered by structure, those above with an aryl thioether with sulfur outside any ring (two)
SMILES	Tb PYK inh	AMA1-RON2 inh
CSc1ccc(CN2CCC(C)(Oc3ccc(F)cc3)C2)cc1 (stereo not given)	0%	-12%
CSc1ncccc1C(=O)OCC(=O)NCc1cccs1	-9%	-20%

Some of the entries so far, with each value named.
O=C(O)C(=O)Nc1ncn[nH]1
  Tb PYK inh: 2%; AMA1-RON2 inh: -5%

CCCCC(=O)N(C)c1c(C)nc2ccc(C(=O)N3CCN(C(=O)c4ccco4)CC3)cn12
  Tb PYK inh: 3%; AMA1-RON2 inh: 0%

CCc1nc2ccc(C(=O)N(CC)CCN(C)C)cn2c1N(C)C(=O)C1CCCCC1
  Tb PYK inh: 1%; AMA1-RON2 inh: 14%

Going on with the list:
SMILES	Tb PYK inh	AMA1-RON2 inh
CCN(CC)c1ccc(C=C2SC(=S)NC2=O)cc1	u	1%
Cc1ccc(NC(=O)c2ncn(CCCNCC3CCCO3)n2)cc1C (stereo not given)	-3%	10%
O=C(C1=C(O)C(=O)N(CCN2CCOCC2)C1c1cccs1)c1cc2ccccc2o1 (stereo not given)	0%	-9%
CCOc1ccc2c(S(=O)(=O)O)cccc2c1[N+](=O)[O-]	0%	18%
COc1cccc(-c2cnc3c(NC(C)=O)cc(-c4ccncc4)cn23)c1	2%	0%
CC1CCCC(NC(=O)CSc2nnc(-c3cccnc3)n2N)C1C (stereo not given)	-6%	11%
COCC(=O)Nc1ccc2c(c1)[C@@H]1C[C@H](CC(=O)NCc3cccc(F)c3)O[C@@H](CO)[C@@H]1O2	-7%	3%
Cc1cnc(C(=O)OCC(=O)N(CC(C)C)C2CCS(=O)(=O)C2)cn1 (stereo not given)	-3%	2%[11.6 µM]
CCN(C(=O)COC(=O)c1ccc(SC)cc1OC)C1CCS(=O)(=O)C1 (stereo not given)	-1%	-9%
Cc1cccc(CN2CCN(C3CN(Cc4cn(Cc5cc(C)cc(C)c5)nn4)S(=O)(=O)C3)CC2)c1 (stereo not given)	-10%	-27%
COc1ccc(CN2[C@@H](CC(C)=O)c3cc(C(F)(F)F)ccc3S2(=O)=O)cc1	1%	5%
CCCCC[C@@H](C)N1C[C@H](COCc2ccccc2)Oc2cc(N3CC[C@@H](O)C3)ccc2S1(=O)=O	5%	-10%
Cc1cc(C)c2c(c1)OC(=O)CC2c1ccc2c(c1)OCO2 (stereo not given)	1%	-15%
Cc1ccc(C)c(OCC(=O)N(Cc2ccccc2)c2c(N)n(Cc3ccccc3)c(=O)[nH]c2=O)c1	-2%	-7%[11.6 µM]
COc1ccc2c(c1)C13CCN(C)C(C2)C1CCC1(C3)OCCO1 (stereo not given)	3%	12%
CC(=O)OCC1OC(COC(C)=O)(c2ccc(C)cc2)C(OC(C)=O)C1OC(C)=O (stereo not given)	-3%	4%
Cc1cccc(NC(=O)c2nc[nH]c2C(=O)NCCCCNC(=O)c2[nH]cnc2C(=O)Nc2cccc(C)c2)c1	-2%	84%[activator]
O=C(Nc1ccccc1)c1cc2ccccc2s1	9%	-6%
COc1ccc(C(C)=O)cc1CON=C1CSCc2ccccc21	-31%	-8%
CCCCC[C@@H](C)N1C[C@H](COCc2ccccc2)Oc2cc(N3CCC[C@H]3COC)ccc2S1(=O)=O	-14%	0%
N#CC1c2ccccc2-n2nncc2CN1S(=O)(=O)c1cc(Cl)cc(Cl)c1 (stereo not given)	-1%	-23%
CN(C(=O)c1cccc(NC(=O)Cc2cccc(NC(=O)C3CCN(C(=O)c4ccccc4)CC3)c2)c1)C1CC1	3%	-4%
CC=CC1OCC(CC)C(CCC)O1 (stereo not given)	3%	-14%
CCCCC1(CCO)C(=O)NC(=S)NC1=O	2%	u
O=C(NCc1ccc2c(c1)OCO2)c1c(-c2ccsc2)sc2ccccc12	0%	-3%
Cc1c(NS(=O)(=O)c2cc(C(=O)NCc3cccc(Cl)c3)ccc2Cl)c(=O)n(-c2ccccc2)n1C	7%	-6%
CN1C(=O)c2c(C(=O)Nc3ccc(Oc4ccncc4)cc3)[nH]c(-c3ccccc3)c2C1=O	-1%	5%
O=C1N[C@@H](Cc2ccccc2)COC(=O)[C@H](Cc2ccc(F)cc2)C/C=C\C[C@@H]1CC(=O)N(CCO)Cc1ccccc1	1%	-1%
Cc1cc2nc(C(C)(C)C)c(Cc3ccsc3)n2c(C)c1Br	0%	1%
CC1(C(=O)NS(=O)(=O)c2ccc(Cl)cc2)CCN1C(=O)Cc1cccc2ccccc12 (stereo not given)	-2%	10%
CC(C)(C)NC(=O)C1c2ccccc2OCC(=O)N1Cc1ccc2c(c1)OCO2 (stereo not given)	5%	-9%
O=C(/C=C/c1cccc(F)c1)OCC(=O)N1CCCC1	-3%	1%
Cn1c(=O)c2[nH]c(CCCc3nc4ccccc4[nH]3)nc2n(C)c1=O	-1%	2%
COC(=O)c1cc(C(=O)OCC(=O)Nc2ccc(N3CCOCC3)cc2)cc([N+](=O)[O-])c1	0%	-5%
O=C1NC[C@H](CCCCN2CCN(CCc3ccccc3)C(=O)C2=O)N(CCC2CCCCC2)C1=O	4%	-5%
COc1cccc(NC(=O)C2(C)CCN2Cc2ccc(OC)c3ccccc23)c1 (stereo not given)	1%	-17%
COC(=O)[C@]1(Cc2ccccc2)N[C@H](CN(C)S(=O)(=O)c2ccc(C)cc2)[C@@H]2C(=O)N(Cc3ccccc3)C(=O)[C@@H]21	3%	0%
CC1(C(=O)Nc2cnc3ccccc3c2)CCN1C(=O)CC(c1ccccc1)c1ccccc1 (stereo not given)	-16%	-5%
CN(C)c1ccc(C=NN2CCCCCC2)cc1	-10%	0%
CC1=C(C(=O)N2CCOCC2)CC(CC(=O)NCc2cccs2)C(=O)N1Cc1ccccc1 (stereo not given)	-4%	-2%
O=Cc1cccc(OC(=O)Nc2ccccc2)c1	1%	8%
c1nc(N2CCOCC2)c2[nH]cnc2n1	0%	-2%
